# Screening data as filed in PubChem BioAssay.
# HCMV inh = qHTS Assay for inhibitors of the human cytomegalovirus (HCMV). HFF cells, HCMV-luciferase reporter, 72 h; hits give low values. activity change, negative = inhibition, % at 57.5 µM. 4.5% of 410,000 active; in the data active means activity change below about -60%; inconclusive means no clear call, values can overlap the other calls; inactive means above about -39%
#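 After 16 h attachment at 37C, HFF cells received test compound and HCMV-luciferase (1 PFU/cell); reporter luminescence read 72 h later, data normalized against buffer-only and known inhibitor Salinomycin.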
# AMA1-RON2 inh = qHTS for Inhibitors of AMA1-RON; Towards Development of Antimalarial Drug Lead: Primary Screen. Plasmodium falciparum AMA1 (3D7) - RON2 peptide interaction. AlphaScreen AMA1-biotinylated RON2 peptide binding. Potency, µM (series often up to 58.2 µM), for inactives: at the top dose activity change, negative = inhibition, hits mostly inhibitors. 0.2% of 360,000 active. AID 720542, 2013;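 further: potency means the concentration at half of the fitted maximal effect; 0% = vehicle wells and -100% = peptide control; nearly all actives have a fitted effect of over 45% in size; some results filed as inactive show a strong effect at the top dose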
#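 AMA1 (3D7) with his tag at 25 nM final met compounds first, then biotinylated RON2 peptide at 25 nM; detection used donor plus acceptor beads, 10 µg/mL apiece, read by AlphaScreen after 30 min at room temperature.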
# HCV inh = qHTS Assay for Inhibitors of Hepatitis C Virus (HCV) | Potency, µM (top dose mostly 41.8 µM), inactives show at the top dose activity change, negative = inhibition, actives largely listed as inhibitors | 3.4% of 340,000 active | AID 651820, 2012 | Huh7.5.1 HCVcc-Cre infection, luciferase reporter, 44 h; further: potency means the concentration at half of the fitted maximal effect
#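 After 44 h co-culture of compound, cells and HCVcc-Cre (~0.5 moi), substrate is added for 15 min at room temperature and luciferase measured over 15 sec. Cells were seeded at 1,000/well and pre-cultured 4 h.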
# TbPYK inhibitor = qHTS of Trypanosoma Brucei Inhibitors. TbPYK enzyme, Kinase-Glo Plus ATP luminescence, 45 min. pyruvate kinase (Trypanosoma brucei), Q57TT1. Potency, µM (series often up to 76.8 µM), without a hit: at the highest dose activity, negative = inhibition, actives largely listed as inhibitors. 0.12% of 410,000 active. AID 624173, 2012; further: potency means the concentration at half of the fitted maximal effect; nearly all actives have a fitted effect of over 50% in size
#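 Enzyme and substrate buffer are dispensed first and compound is pin-transferred. ADP at 130 uM final then starts the reaction, which runs 45 min at room temperature. Detection reagent is added for 10 min before luminescence is imaged.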
# AmpC detergent = qHTS Inhibitors of AmpC Beta-Lactamase (assay with detergent). P00811. AmpC hydrolysis of nitrocefin, absorbance 480 nm, 0.01% Triton. Potency, µM (doses to about 114 µM), without a hit: at the top dose activity change, negative = inhibition, actives largely listed as inhibitors. 0.041% of 370,000 active. AID 485294, 2010;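 further: potency means the concentration at half of the fitted maximal effect; 0% = no-compound wells and -100% = no-enzyme wells; nearly all actives have a fitted effect of over 25% in size; some results filed as inactive show a strong effect at the top dose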
# Target sequence (P00811 whole entry, looked up): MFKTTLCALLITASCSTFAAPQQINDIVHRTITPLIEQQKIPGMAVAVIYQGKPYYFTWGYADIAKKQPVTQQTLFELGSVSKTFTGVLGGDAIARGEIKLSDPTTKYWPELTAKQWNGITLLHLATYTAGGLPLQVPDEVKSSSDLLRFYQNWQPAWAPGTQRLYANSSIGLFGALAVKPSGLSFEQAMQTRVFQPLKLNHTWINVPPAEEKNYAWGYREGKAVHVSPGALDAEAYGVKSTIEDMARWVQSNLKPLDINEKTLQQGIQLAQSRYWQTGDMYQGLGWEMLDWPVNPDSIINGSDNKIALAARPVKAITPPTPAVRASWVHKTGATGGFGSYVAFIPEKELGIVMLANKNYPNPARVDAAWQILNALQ
#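 20 mM phosphate pH 7.0 + 0.01% (detergent screen) or 0.0001% Triton X-100; 5.3 nM AmpC reagent; cpd preinc 15 min RT; nitrocefin (800 uM stock) to start; A480 q20 s × 4 min; Activity was normalised to no-enzyme and no-compound control wells.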
# AmpC no deterg = qHTS Inhibitors of AmpC Beta-Lactamase (assay without detergent); Potency, µM (doses to about 57.1 µM), inactives show at the top dose activity change, negative = inhibition, most hits filed as inhibitors; AmpC nitrocefin hydrolysis, absorbance 480 nm, 0.0001% Triton; 0.52% of 330,000 active;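 further: potency means the concentration at half of the fitted maximal effect; plate controls were no compound for no effect and no enzyme for full effect; nearly all actives have a fitted effect of over 20% in size; some results filed as inactive show a strong effect at the top dose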
#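 20 mM phosphate pH 7.0 + 0.01% (detergent screen) or 0.0001% Triton X-100; 5.3 nM AmpC reagent; cpd preinc 15 min RT; nitrocefin (800 uM stock) to start; A480 q20 s × 4 min; Activity was normalised to no-enzyme and no-compound control wells.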
# LmPK inhibitor = qHTS Assay for Inhibitors of Leishmania Mexicana Pyruvate Kinase (LmPK); 0.37% of 290,000 active; AID 1721, 2009; Potency, µM (series often up to 57.5 µM), for inactives: at the top dose activity change, negative = inhibition, most hits filed as inhibitors; purified LmPK, Kinase-Glo ATP luminescence, 1 h; Q27686; further: potency means the concentration at half of the fitted maximal effect
# Target sequence (Q27686 whole entry, looked up): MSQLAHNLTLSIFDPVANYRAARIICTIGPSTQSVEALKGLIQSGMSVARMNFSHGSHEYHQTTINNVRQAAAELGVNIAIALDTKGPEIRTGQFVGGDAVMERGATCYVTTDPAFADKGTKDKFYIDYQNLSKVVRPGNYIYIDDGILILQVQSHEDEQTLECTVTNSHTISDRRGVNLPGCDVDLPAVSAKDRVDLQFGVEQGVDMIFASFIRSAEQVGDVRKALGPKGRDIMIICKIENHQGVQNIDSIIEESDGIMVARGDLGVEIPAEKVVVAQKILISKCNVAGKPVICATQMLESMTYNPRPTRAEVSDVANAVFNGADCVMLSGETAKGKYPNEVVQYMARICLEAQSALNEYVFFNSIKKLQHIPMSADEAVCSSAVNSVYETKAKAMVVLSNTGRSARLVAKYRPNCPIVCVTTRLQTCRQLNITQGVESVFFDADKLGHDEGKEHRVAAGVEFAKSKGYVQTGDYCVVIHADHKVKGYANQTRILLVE
#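 Purified LmPK (0.1 nM) with 0.5 mM PEP and 0.1 mM ADP in imidazole buffer pH 7.2 with MgCl2/KCl, 1 h at room temperature. ATP formed was read by luciferase luminescence and normalized to no-enzyme and uninhibited controls.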
# * marks the source's active call; other numbers are inactive results; ? = inconclusive; . = no result given; & = joins results of further samples; [ ] = dose if it differs, or a comment. Unless noted, the call rests on the fitted dose curve; in most records, active means well fitted curve in the direction sought with a large enough effect; inconclusive means small, poorly fitted or top-dose-only effect, or another doubt; inactive means no such curve, though single readings can be large; an effect the other way counts as inactive or inconclusive. Unless noted, on the % scale 0 is the no-effect control and ±100 the full control effect.
Structure,HCMV inh,AMA1-RON2 inh,HCV inh,TbPYK inhibitor,AmpC detergent,AmpC no deterg,LmPK inhibitor
COc1cc2ccccc2cc1C(=O)Nc1ccncc1,28,0%,?,0%,?,?,.
CC(/C=C1\SC(=S)N(NC(=O)c2ccc(C)cc2)C1=O)=C\c1ccccc1,.,-8%,?,-5%,-4%,-53%,6%
Cc1cc(OC(=O)c2ccccc2Cl)cc(=O)n1C,50,3%,8%,-9%,3%,-11%,3%
CCOc1ccc(NC(=O)c2cccc(N3CCCS3(=O)=O)c2)cc1,9,.,.,-1%,-7%,.,.
CCNC(=O)COC(=O)C1C(C(=O)OCC)=C(C)NC(C)=C1C(=O)OCC,11,-9%,7%,1%,-13%,-2%,1%
COc1ccc(NC(=O)c2c(Cl)nc3ccccn23)cc1,-1,10%,10%,-4%,4%,-8%,-5%
CCCC(=O)N1CCc2[nH]c3ccccc3c2C1,-1,-4%,-4%,-16%,2%,-18%,1%
Cc1ccc(Sc2cc(NCCCO)c([N+](=O)[O-])c3nonc23)cc1,1,-1%,17%,-17%,5%,-16%,4%
O=C1CCC(C(=O)N2CCOCC2)CN1Cc1ccc(Cl)cc1 (configuration not stated),?,-11%,-8%,-4%,?,-14%,-1%
CC(OC(=O)c1cccs1)C(=O)NC1CC1 (configuration not stated),-22,-3%,-2%,-10%,-5%,-9%,2%
CC(C)(C)c1nnc(NC(=O)COc2ccc3c(c2)OCO3)s1,33,-17%,10%,1%,0%,-18%,.
Cc1ccc2c(c1)c(C)cc(=O)n2CCC(=O)O,31,2%,0%,-7%,?,-22%,-1%
CCCN(CCC)CCCNC(=O)C1c2cc(OC)c(OC)cc2C(=O)N(C)C1c1cccs1 (configuration not stated),29,7%,2%,-5%,2%,4%,-12%
Cc1ccc(-c2nnc(NC(=O)c3ccc4c(c3)OCCO4)o2)c(C)c1,-21,.,.,2%,16%,.,.
O=C(N[C@@H](Cc1ccccc1)C(=O)O)c1ccncc1,9,-12%,10%,0%,-4%,-27%,0%
CCc1cccc(NC(=O)Cn2c(C(=O)OC)cc3sc(Cl)cc32)c1,-21,.,.,2%,16%,.,.
O=C(Nc1ccc(Cl)cc1)c1cccc(N2C(=O)C3C4CCC(C4)C3C2=O)c1 (configuration not stated),?,-10%,?,-12%,-2%,-17%,4%
O=Cc1ccc(OCc2nnc(-c3ccccc3Br)o2)cc1,21,2%,18%,-2%,?,-42%,4%
CC1CN(S(=O)(=O)c2ccc(F)cc2)CN1C(=O)N1CCOCC1 (configuration not stated),-29,1%,-21%,2%,3%,-7%,2%
COc1cc(NC(=O)c2ccc(Cl)cc2)c2ncccc2c1,34,-2%,?,-3%,?,-9%,0%

# (listing goes on)
Structure,HCMV inh,AMA1-RON2 inh,HCV inh,TbPYK inhibitor,AmpC detergent,AmpC no deterg,LmPK inhibitor
CCCCN(Cc1ccco1)C(=O)c1cc2c(s1)-c1c(C)cccc1OC2,-34,.,.,-4%,-6%,.,.
CCCNC(=O)c1c(C)nn(-c2cccc(C)c2)c1-n1cccc1,?,.,.,3%[15.4 µM],4%,.,.
Cc1ccc(O)c(C(=O)CC(=O)c2ccc(C(C)(C)C)cc2)c1,-34,51%[activator],?,0%,?,-41%,7%
O=C(C1=C[C@H](c2csc3ccccc23)C[C@H](OCCCCO)O1)N1CCN(Cc2ccccc2)CC1,-1,-20%,-4%,-3%,1%,243%[activator],9%
CCn1c(SCC(=O)Nc2nccs2)nnc1C1CC1,16,0%,24%,0%,2%,1%,0%
CC(Oc1ccc(Br)cc1)C(=O)Nc1ncn[nH]1 (configuration not stated),-15,.,.,1%,3%,.,.
Cc1ccc(N(C)C(=O)C2CCN(S(=O)(=O)c3cn(C)cn3)CC2)cc1,12,.,.,0%,7%,.,.
c1ccc(CSc2nc3ncncc3[nH]2)cc1,?,1%,12%,1%,-4%,-8%,-4%
CCOC(=O)CC(NC(=O)c1cccc2c1C(=O)N(Cc1cccnc1)C2)c1ccc(OCC)c(OC)c1 (configuration not stated),-20,-16%,-5%,1%,-1%,180%[activator],0%
CCCCNC(=O)c1onc(CSc2ccc(C)c(C)c2)c1C(=O)O,-30,-1%,16%,?,?,-29%,8%
O=C(NCCc1ccccc1)c1ccc2c(c1)OCCCO2,-93*,-8%,10%,-28%,-6%,-26%,?
CC(C)(C)c1ccc2c(c1)OC(C(=O)N/N=C\c1ccc(-c3cccc(C(=O)O)c3)o1)CO2 (configuration not stated),-22,45%[activator],7%,-2%,1%,-46%,16%
Cc1c(C(=O)NCc2ccc3c(c2)OCO3)oc2ccccc12,-18,-7%,-1%,-1%,-1%,-23%,-3%
Cc1n[nH]c(C)c1CCNC(=O)C1CCC(=O)N(Cc2ccccc2F)C1 (configuration not stated),14,17%,27%,3%,3%,46%,0%
Cc1cc(C)c(N(C(=O)CN2C(=O)c3ccccc3S2(=O)=O)C(C(=O)NCC2CCCO2)c2ccc(F)cc2)c(C)c1 (configuration not stated),-26,-13%,26%&13%,3%,-12%,250%[activator],0%
CCCN(CCC)C(=O)Cn1ccc(=N)c2ccccc21,10,7%,13%,0%,?,-24%,-1%
COC(=O)N1CCCCC1c1cc(C(=O)Nc2ccccc2Cl)no1 (configuration not stated),31,-3%,.,-9%,.,.,.
CCc1ccc(-c2c(C)sc(NC(C)=O)c2C(N)=O)cc1,-40,-16%,?,-8%,0%,18%,6%
C=CCn1c(-c2sc(-c3ccccc3)nc2C)n[nH]c1=S,-29,141%[activator],-20%,?,-22%,-33%,-23%
Cc1ccc(-c2nc(CS(=O)(=O)CC(=O)N3CCOCC3)c(C)o2)cc1,36,-9%,-5%,3%,0%,21%,1%

# Pulled by compound from the list above (2):
Structure,HCMV inh,AMA1-RON2 inh,HCV inh,TbPYK inhibitor,AmpC detergent,AmpC no deterg,LmPK inhibitor
CCCCNC(=O)c1onc(CSc2ccc(C)c(C)c2)c1C(=O)O,-30,-1%,16%,?,?,-29%,8%
Cc1c(C(=O)NCc2ccc3c(c2)OCO3)oc2ccccc12,-18,-7%,-1%,-1%,-1%,-23%,-3%

# Next part:
Structure,HCMV inh,AMA1-RON2 inh,HCV inh,TbPYK inhibitor,AmpC detergent,AmpC no deterg,LmPK inhibitor
NS(=O)(=O)c1ccc(CCNC(=O)c2cc(S(=O)(=O)N3CCCCC3)ccc2Cl)cc1,9,1%,.,4%,.,.,.
COc1cc(C(=O)Nc2cc(Cl)ccc2C)c(-n2cnnn2)cc1OC,2,-8%,-2%,6%,-6%,-13%,1%
Cc1cc(C(C)(C)C)ccc1Oc1cccc2c1S(=O)(=O)N(C1CCCC1)CC(COCc1ccccc1)O2 (configuration not stated),-25,1%,-83%,-4%,.,.,.
Cc1cnc(C(=O)N2CCN(S(=O)(=O)c3ccc(F)c(F)c3F)CC2)cn1,15,-7%,13%,5%,.,0%,.
O=C1CC(N2CCc3ccccc32)C(=O)N1c1ccc(F)cc1 (configuration not stated),-32,-3%,11%,-2%,?,-12%,8%
COc1ccc(C2C=C(c3ccc(C)c(C)c3)Nc3ncnn32)c(OC)c1OC (configuration not stated),?,75%[activator],?,-3%,?,24%,2%
COc1ccc(S(=O)(=O)N(CC(=O)N2CCN(c3ccccc3)CC2)c2ccccc2)cc1,2,14%,?,.,3%,0%,2%
COc1ccc(/C=C/CN2CCN(Cc3ccc(F)cc3)C(CCO)C2)cc1 (configuration not stated),-16,-9%,-27%,-3%,-4%,33%,-1%
Cc1ccc2oc(-c3cc(NC(=O)Cc4ccccc4)ccc3Cl)nc2c1,-35,.,.,-7%,-6%,.,.
CC(=O)c1cccc(OCc2cc(C(=O)N3CC4C[C@@H]5CC3C[C@H](C4)C5)no2)c1,-10,5%,?,0%,-3%,53%,4%
CN(C(=O)c1ccc(Cl)cc1)C1CCS(=O)(=O)C1 (configuration not stated),23,15%,1%,-8%,.,-18%,.
C=CCc1cc(CN2CC(C)OC(C)C2)c(O)c(OC)c1 (configuration not stated),-33,-5%,-4%,1%,.,.,.
Cc1cccc(N2CCN(C(=O)c3ccccc3OCc3c(C)noc3C)CC2)c1C,2,-10%,?,2%,-9%,163%[activator],.
CCCN1C(=O)C(Cc2nc3ccccc3c(=O)n2CC)c2ccccc21 (configuration not stated),47,.,.,-5%,19%,.,.
CC(C)CNC(=S)Nc1ccc(F)cc1,?,6%,5%,-7%,-7%,-8%,-6%
Cc1sc(NC(=O)c2ccco2)c(CN2CCN(c3ccccn3)CC2)c1C,.,-5%,?,4%,-2%,26%,4%
Cc1ccn2cc(-c3ccc4c(c3)NC(=O)CO4)nc2c1,-84*,5%,1%,1%,6%,-18%,-4%
O=C(NCCC(=O)N1CCN(S(=O)(=O)c2ccc(Cl)cc2)CC1)Nc1ccccc1,-24,30%[activator],-10%,-7%,?,43%,.
O=C(Nc1ccccc1)Nc1cc(S(=O)(=O)N2CCOCC2)ccc1N1CCCC1,-35,10%,0%,9%,0%,-29%,-1%
COc1ccc(-c2cc(-c3ccco3)[nH]c(=O)c2C#N)cc1,-19,-1%,15%,3%,-11%,-36%,12%

# (more compounds)
Structure,HCMV inh,AMA1-RON2 inh,HCV inh,TbPYK inhibitor,AmpC detergent,AmpC no deterg,LmPK inhibitor
O=C(NCc1ccccn1)c1ccc(NS(=O)(=O)c2cccc([N+](=O)[O-])c2)cc1,-23,102%[activator],14%,-2%,1%,-38%,.
COc1ccc(C2C(C(=O)c3cccs3)=C(O)C(=O)N2c2cccc(C)n2)cc1 (configuration not stated),17,11%,13%,-3%,3%,-39%,4%
COc1ccc(Nc2cc(C(=O)NCc3ccccn3)c3ccccc3n2)c(OC)c1,.,.,.,.,?,46%,8%
Cc1ccc(C(=O)NC(=S)NCc2ccco2)cc1,-8,14%,-7%,5%,-3%,-43%,-3%
Cc1ccc(C2CC(=O)C=C(NCc3ccccc3)C2)cc1 (configuration not stated),-13,-15%,-23%,-16%,4%,61%[activator],3%
O=C(Cn1cnc([N+](=O)[O-])n1)c1ccccc1,13,-6%,19%,-3%,-7%,-1%,-3%
